# NCI-60 one-dose screen, 48 h, at 10 µM unless noted. Numbers give growth in % (100 = growth as untreated, 0 = no growth, -100 = all killed).
# NCI-H226: NCI-H226 lung cancer; actives 3.5% (n = 79,000)
# NCI-H23: NCI-H23 lung cancer; actives 4% (n = 80,000)
# NCI-H460: NCI-H460 lung cancer; actives 6.8% (n = 82,000); AID 1794736
# KM12: KM12 colon cancer cells; AID 1794800; actives 5% (n = 82,000)
# NCI/ADR-RES: NCI/ADR-RES ovarian cells; actives 4.4% (n = 81,000); AID 1794790
# IGROV1: IGROV1 ovarian cancer | actives 4.7% (n = 79,000)
# NCI-H322M: NCI-H322M lung cancer | actives 2.7% (n = 80,000)
# COLO 205: COLO 205 colon cancer; actives 7.3% (n = 79,000); AID 1794742
# NCI-H522: NCI-H522 lung cancer. actives 8% (n = 78,000)
# Starred values were filed as active, the others as inactive; . = no result given; & = joins results of further samples; [ ] = dose if it differs, or a comment. How the source made its calls: active means growth percent below 10; inactive means the rest.
# Sequence of screens – NCI-H226	COLO 205	NCI-H322M	NCI-H522	NCI-H23	NCI-H460	KM12	NCI/ADR-RES	IGROV1
> Cc1ccc(/C=N\NC(=O)c2[nH]c3ccc(F)cc3c2-c2ccccc2)cc1
 : 46	-79*	58	-42*	38	3.3*	0.0*	.	91
> CCCCCC1=C(C)C=C(C)CC1(C)CN(C)C (stereo not drawn)
 : 106	189	116	89	105	123	114	101	99
> c1ccc(-c2csc3[n+]2CCN3)cc1
 : 98	108	100	92	101	100	89	103	104
> COc1ccc(C2Nc3n[nH]c(N)c3-c3nc4ccccc4n32)cc1OC (stereo not drawn)
 : 91	115	97	82	102	102	108	103	91
> O=C1Nc2ccccc2/C1=C/c1cn(CC(O)CN2CCCCC2)c2ccccc12 (stereo not drawn)
 : 106	102	108	85	102	100	111	90	106
> COC(=O)/C=C/C(=O)NC(N)=O
 : 94	105	107	.	95	105	102	109	116
> Cc1ccc(C(=O)/C(Cl)=N/O)cc1
 : 106	97	107	78	97	108	102	100	106
> O=c1c(O)c(-c2cccc(O)c2)oc2ccccc12
 : 84	106	.	87	88	83	62	90	94
> Cc1ccc(OC2=C(C#N)C(=N)N3C(=NN2)Sc2c(C)ccc(C)c23)cc1
 : 93	106	102	90	85	100	106	101	88
> O=C(CNc1nc(-c2ccccc2)cs1)Nc1cccc(Cl)c1
 : 45	40	62	4.2*	28	45	24	19	29
> O=CC#Cc1ccccc1
 : 103	123	102	94	96	106	113	105	101
> CCCCCCCCCCCCCCCCNC(=S)N/N=C/c1cc(Br)ccc1O
 : 93	75	55	44	81	59	66	84	42
> O=C(/C=C/c1ccccc1)Nc1ncc(Cc2ccccc2Cl)s1
 : 49	2.1*	34	-11*	52	14	14	9.5*	32
> CCOC(=O)/C=C/c1c2c(c(OC)c3c1OCO3)[C@H]([C@H]1OC(=O)c3c1ccc(OC)c3OC)N(C)CC2
 : 91	86	96	79	103	98	95	95	100
> CC(C)(C)n1cc(-c2ccnc(NCCNS(=O)(=O)c3ccccc3)c2)c(-c2cccc(F)c2)n1
 : 96	99	95	86	91	102	99	99	93
> COc1ccc(/C=C(/C(=O)n2cnc3ccccc32)c2cc(OC)c(OC)c(OC)c2)cc1
 : 99	103	101	74	95	102	77	96	89
> Cc1nc2sc(C(=O)Nc3cccc(Br)c3C)c(N)c2cc1C(O)c1ccccc1 (stereo not drawn)
 : 38	-52*	42	3.0*	18	-0.6*	6.0*	4.7*	15
> O=C(N/N=C/c1c(Cl)cccc1Cl)c1cccnc1Nc1cccc(C(F)(F)F)c1
 : 18	15	35	1.5*	44	15	42	31	32
> COc1ccc2nc(N3CN(c4cc(OC)c(OC)c(OC)c4)c4ncccc4C3=O)sc2c1
 : 78	104	90	71	76	90	88	78	100
> CC(O)CC(C)(C)NC(=O)C(C)O (stereo not drawn)
 : 102	115	109	96	104	102	106	108	112
> Cc1nn(-c2ccc(F)cc2)c2ncnc(N3CCN(c4ccc(Cl)cc4)CC3)c12
 : 92	102	96	92	79	104	98	93	74
> CC1(C)OC2C(COC(=O)c3ccc([N+](=O)[O-])cc3)OC(NC(=O)N(CCCl)N=O)C2O1 (stereo not drawn)
 : 99	103	105	96	107	105	109	118	85
> COc1cc(C=Nc2oc(-c3ccccc3)c(-c3ccccc3)c2C#N)cc(CN2CCCCC2)c1O
 : 91	122	100	88	89	101	100	96	100
> COC(=O)[C@]1(C)CC[C@]2(C)CC[C@]3(C)C(=CC(=O)[C@@H]4[C@@]5(C)CCC(=O)NC(C)(C)[C@@H]5CC[C@]43C)[C@@H]2C1
 : -58*[100 µM]	-51*[100 µM]	29[100 µM]	-73*[100 µM]	-78*[100 µM]	-17*[100 µM]	-80*[100 µM]	-72*[100 µM]	-55*[100 µM]
> CCCCN(CCCC)CCCNc1c2c(nc3cc(Cl)ccc13)CCCC2
 : 73	67	84	95	82	68	88	93	66
> CN(C)C(=O)c1cc2cnc(Nc3ccc(-c4csc5c(=O)cc(N6CCNCC6)oc45)cc3)nc2n1C1CCCC1
 : 16	11	23	47	0.9*	7.5*	14	77	16
> COc1ccc(-c2cnc(N/N=C(\C)c3cc4ccccc4o3)s2)cc1
 : 94	113	89	90	96	105	100	108	104
> COc1ccc(CSc2nnc(-c3cccs3)n2-c2ccccc2)cc1
 : 84	121	89	93	101	101	102	91	88
> O=C(O)c1cccc(-c2ccc(/C=N/NC(=O)c3[nH]c4ccc(Br)cc4c3-c3ccccc3)s2)c1
 : 58	101	59	0.3*	26	43	22	-22*	38
> COc1ccc2c(c1)CCCC21C(=O)Nc2ccccc21 (stereo not drawn)
 : 102	108	92	83	101	115	97	104	102

# An excerpt from above in order of heavy-atom count, smallest number first.
# Sequence of screens – NCI-H226	COLO 205	NCI-H322M	NCI-H522	NCI-H23	NCI-H460	KM12	NCI/ADR-RES	IGROV1
> COc1ccc(CSc2nnc(-c3cccs3)n2-c2ccccc2)cc1
 : 84	121	89	93	101	101	102	91	88
> CCCCN(CCCC)CCCNc1c2c(nc3cc(Cl)ccc13)CCCC2
 : 73	67	84	95	82	68	88	93	66
> Cc1nc2sc(C(=O)Nc3cccc(Br)c3C)c(N)c2cc1C(O)c1ccccc1 (stereo not drawn)
 : 38	-52*	42	3.0*	18	-0.6*	6.0*	4.7*	15

# 3 compounds picked at random from those above, as already listed:
# Sequence of screens – NCI-H226	COLO 205	NCI-H322M	NCI-H522	NCI-H23	NCI-H460	KM12	NCI/ADR-RES	IGROV1
> COc1ccc2nc(N3CN(c4cc(OC)c(OC)c(OC)c4)c4ncccc4C3=O)sc2c1
 : 78	104	90	71	76	90	88	78	100
> CC(O)CC(C)(C)NC(=O)C(C)O (stereo not drawn)
 : 102	115	109	96	104	102	106	108	112
> O=C(CNc1nc(-c2ccccc2)cs1)Nc1cccc(Cl)c1
 : 45	40	62	4.2*	28	45	24	19	29

# More compounds follow:
# Sequence of screens – NCI-H226	COLO 205	NCI-H322M	NCI-H522	NCI-H23	NCI-H460	KM12	NCI/ADR-RES	IGROV1
> CC(C)Nc1ccc(Nc2ccc(NC(C)C)cc2)cc1
 : 52	26	85	35	26	25	29	95	51
> CC(Oc1ccc(C(=O)O)cc1C(F)(F)F)c1ccc(Oc2cccnc2)cn1 (stereo not drawn)
 : 102	141	101	92	105	104	103	106	103
> COc1ccc(S(=O)(=O)N2C(=O)N[C@H](OC)[C@H]2OC)c(OC)c1
 : 109	103	122	100	103	110	100	100	114
> OC(CNc1ncccn1)(c1ccccc1)c1ccccc1
 : 96	107	95	94	99	108	107	99	89
> CCOC(=O)C1CCN(S(=O)(=O)c2ccc(Oc3ccc(S(=O)(=O)N4CCC(C(=O)OCC)CC4)cc3)cc2)CC1
 : 82	113	109	88	.	104	102	104	106
> CC(=O)c1cc2c(N)c(C(=O)Nc3ccc4c(c3)OCCO4)sc2nc1C
 : 96	113	104	82	96	112	102	97	102
> C=CCSSSSCC=C
 : 87	123	116	89	88	114	100	86	105
> COc1ccc(NC(=O)c2nc(-c3cc(OC)c(OC)c(OC)c3)n(-c3ccc(OC)cc3)n2)cc1
 : 86	93	83	.	88	100	103	91	91
> O=C(CNc1nc2ccccc2s1)Nc1ccc(-c2nc3ccccc3s2)cc1
 : 92	112	92	91	89	100	99	102	67
> CSCC1OC(n2cnc3c(N)ncnc32)C(O)C1O (stereo not drawn)
 : 111	108	96	90	103	102	95	89	90
> O=C(Cn1cc(-c2ccc(F)cc2)nn1)Nc1nc2ccccc2s1
 : 101	108	.	95	100	103	103	103	100
> COc1cc(C(=O)n2nc(-c3cc(OC)c(OC)c(OC)c3)nc2N)cc(OC)c1OC
 : 99	99	.	82	93	103	102	99	105
> O=C(c1cc2ccccc2[nH]1)N(CC(F)(F)F)C1CCC(NCc2ccccc2)CC1 (stereo not drawn)
 : 71	75	92	96	84	100	91	86	72
> CC(=O)n1cc(-c2c[nH]c3ccccc23)c(-c2ccc(O)cc2)n1
 : 89	110	92	108	89	100	97	102	81
> O=C(NC1C(O)OC(CO)C(O)C1O)NS(=O)(=O)c1ccc(CCNC(=O)c2cccc(Cl)c2)cc1 (stereo not drawn)
 : 93	116	104	93	98	102	101	103	110
> Nc1nnc(-c2c[nH]c3ncccc23)c(-c2c[nH]c3ccc(Br)cc23)n1
 : 64	67	60	48	57	27	39	99	26
> Cc1c(Br)cccc1NC(=O)c1sc2nc3c(cc2c1N)CN(Cc1ccccc1)CC3
 : 24	-4.7*	41	-0.5*	41	6.7*	24	24	39
> CCCCCOC(=O)c1cccc([N+](=O)[O-])c1
 : 104	120	134	104	120	110	102	118	104
> O=C(O)C(Br)C(Cl)c1ccccc1 (stereo not drawn)
 : 109	104	106	102	101	108	103	92	99
> COc1ccc(C2N=C(N)Nc3n[nH]c(N)c32)cc1 (stereo not drawn)
 : 104	114	100	93	103	107	109	109	101
> O=C(/C=C/c1cccc2ccccc12)Nc1ncc(Cc2ccccc2)s1
 : 28	12	12	35	22	2.2*	16	-8.0*	16
> NC(=S)N/N=C/c1ccccc1S(=O)(=O)O
 : 96	101	105	76	101	110	105	100	107
> O=C(O)/C=C\C(=O)Nc1cccc2ccccc12
 : 107&91	108&95	117&105	100&79	91&106	111&101	106&90	104&110	129&75
> COC(=O)/C=C1/CCC2C3CCC4=CC(=O)C(Br)CC4(C)C3C(=O)CC12C (stereo not drawn)
 : .	80	115	.	68	59	81	82	25
> Cc1ccc2nc(-c3cc4c([nH]c5ccccc54)c(-c4ccc(F)c(F)c4)n3)[nH]c2c1
 : 98	88	103	66	84	83	72	83	.
> COc1ccc(C(=O)COc2ccc(/C=C3\Oc4ccc5ccccc5c4C3=O)cc2)cc1
 : 107	121	100	64	91	110	91	97	.
> Cc1ccc(C)c(C(C(N)=O)C(C)C)c1 (stereo not drawn)
 : 114	106	94	86	109	115	106	104	96
> COc1ccc(C(=O)Nc2cccc(-c3cc(=O)c4c(O)c(OC)c(OC)cc4o3)c2)cc1
 : 59	108	92	66	84	83	100	87	98
> O=C(CC(=O)OCc1ccccc1)OCc1ccccc1
 : 106	111	109	93	110	104	107	109	102
> O=C(Nc1ccccc1)c1sc(-c2cccc(C(F)(F)F)c2)cc1O
 : 80	107	77	40	54	49	92	83	67

# Complete entries from above. Screens in order: NCI-H226, COLO 205, NCI-H322M, NCI-H522, NCI-H23, NCI-H460, KM12, NCI/ADR-RES, IGROV1
# CSCC1OC(n2cnc3c(N)ncnc32)C(O)C1O (stereo not drawn) across the screens: 111, 108, 96, 90, 103, 102, 95, 89, 90
# CCCCCOC(=O)c1cccc([N+](=O)[O-])c1 across the screens: 104, 120, 134, 104, 120, 110, 102, 118, 104
# CC(C)Nc1ccc(Nc2ccc(NC(C)C)cc2)cc1 across the screens: 52, 26, 85, 35, 26, 25, 29, 95, 51
# COc1ccc(NC(=O)c2nc(-c3cc(OC)c(OC)c(OC)c3)n(-c3ccc(OC)cc3)n2)cc1 across the screens: 86, 93, 83, ., 88, 100, 103, 91, 91
# COc1ccc(C(=O)Nc2cccc(-c3cc(=O)c4c(O)c(OC)c(OC)cc4o3)c2)cc1 across the screens: 59, 108, 92, 66, 84, 83, 100, 87, 98

# New compounds follow.
# Sequence of screens – NCI-H226	COLO 205	NCI-H322M	NCI-H522	NCI-H23	NCI-H460	KM12	NCI/ADR-RES	IGROV1
> Cc1cccc(Cl)c1NC(=O)Nc1ccc(C#N)cc1
 : 85	130	87	81	86	72	96	96	96
> Cc1nc(SCC(=O)O)n[nH]1
 : 95	117	108	83	102	105	108	102	99
> Clc1c(-c2ccccc2)oc2nc3ccccc3nc12
 : 66[100 µM]	135[100 µM]	96[100 µM]	95[100 µM]	86[100 µM]	95[100 µM]	98[100 µM]	90[100 µM]	73[100 µM]
> NC1=NN(O)C2=CC(Cl)C=CC2=N1 (stereo not drawn)
 : 106	108	83	58	97	110	101	101	103
> C[C@@H](CO)[C@@H]1CCC=C2CC[C@]3(C)[C@H](CC[C@@H]4[C@@]5(C)CCCNC(C)(C)[C@@H]5CC[C@]43C)[C@H]21
 : 95	-57*	78	82	68	-67*	5.0*	81	71
> CC(NCCc1ccccc1)C1CCOC1=O (stereo not drawn)
 : 105	107	132	98	96	117	107	109	122
> O=C1/C(=C/c2ccc(B(O)O)cc2)Oc2cc(O)ccc21
 : 106	113	97	93	106	104	99	109	105
> NC(CC(=O)O)C(=O)OCc1ccccc1 (stereo not drawn)
 : 95	106	84	84	104	103	106	101	105
> O=[N+]([O-])c1ccccc1I
 : 106	103	98	90	106	113	109	111	96

# Gathered by group: those above containing a furan ring, fused or not
# Sequence of screens – NCI-H226	COLO 205	NCI-H322M	NCI-H522	NCI-H23	NCI-H460	KM12	NCI/ADR-RES	IGROV1
> COc1cc(C=Nc2oc(-c3ccccc3)c(-c3ccccc3)c2C#N)cc(CN2CCCCC2)c1O
 : 91	122	100	88	89	101	100	96	100
> COc1ccc(-c2cnc(N/N=C(\C)c3cc4ccccc4o3)s2)cc1
 : 94	113	89	90	96	105	100	108	104
> Clc1c(-c2ccccc2)oc2nc3ccccc3nc12
 : 66[100 µM]	135[100 µM]	96[100 µM]	95[100 µM]	86[100 µM]	95[100 µM]	98[100 µM]	90[100 µM]	73[100 µM]

# No enrichment for hits; overall some 12% were active at least once.
